DNA FID counter = counter-screen for HCV NS3 helicase inhibitors: DNA intercalator displacement; AID 1845; inhibition, % at 7.9 µM; 290,000 tested, 0.17% active; DNA fluorescent intercalator displacement, fluorescence; in the data active = inhibition above about 37%;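 also: 0% = vehicle and 100% = reference compound; higher means more ethidium bromide displaced from hairpin DNA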
IDE act = IDE (human) activation, cell-based; P14735; HEK cells, FAbeta-B cleavage, fluorescence polarization; 0% vehicle, 100% cell-free pure enzyme wells; activation, % at 5.96 µM; 340,000 tested, 0.073% active; AID 493087;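 active = activation above the mean of all tested compounds plus 3 SD, set per screening campaign, cut at about 17% in these data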
Target sequence (P14735 whole entry, looked up): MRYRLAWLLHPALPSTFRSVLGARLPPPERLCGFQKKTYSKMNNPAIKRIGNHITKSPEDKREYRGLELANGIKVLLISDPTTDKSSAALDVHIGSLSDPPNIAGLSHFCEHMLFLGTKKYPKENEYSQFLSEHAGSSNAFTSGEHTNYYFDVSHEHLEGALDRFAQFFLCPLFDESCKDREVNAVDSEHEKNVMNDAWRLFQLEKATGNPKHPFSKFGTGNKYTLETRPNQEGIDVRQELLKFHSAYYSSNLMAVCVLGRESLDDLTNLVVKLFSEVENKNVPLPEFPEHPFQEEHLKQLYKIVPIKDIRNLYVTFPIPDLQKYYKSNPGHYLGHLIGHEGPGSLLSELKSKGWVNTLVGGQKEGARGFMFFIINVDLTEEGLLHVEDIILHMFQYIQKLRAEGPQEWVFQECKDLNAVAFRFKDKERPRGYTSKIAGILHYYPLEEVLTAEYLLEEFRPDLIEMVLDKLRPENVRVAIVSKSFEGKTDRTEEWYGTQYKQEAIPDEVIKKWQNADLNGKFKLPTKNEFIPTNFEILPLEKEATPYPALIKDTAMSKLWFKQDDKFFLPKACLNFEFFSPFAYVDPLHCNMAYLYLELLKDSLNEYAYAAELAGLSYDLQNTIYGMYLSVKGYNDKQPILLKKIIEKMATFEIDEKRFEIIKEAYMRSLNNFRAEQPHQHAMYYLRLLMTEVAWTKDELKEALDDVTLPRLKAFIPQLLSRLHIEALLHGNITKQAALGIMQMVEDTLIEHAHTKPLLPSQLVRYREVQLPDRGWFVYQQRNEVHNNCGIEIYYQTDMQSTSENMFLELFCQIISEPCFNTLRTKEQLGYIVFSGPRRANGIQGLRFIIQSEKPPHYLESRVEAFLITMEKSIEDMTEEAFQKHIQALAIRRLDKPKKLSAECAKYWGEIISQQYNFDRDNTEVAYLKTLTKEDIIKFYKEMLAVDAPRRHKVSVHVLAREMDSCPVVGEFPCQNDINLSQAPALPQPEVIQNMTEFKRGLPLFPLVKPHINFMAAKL
NS3 helicase inh = blocks Hepatitis C virus NS3 helicase unwinding | NS3 helicase DNA unwinding, Cy5 molecular beacon fluorescence | inhibition, % at 10.9 µM | 290,000 tested, 0.56% active | AID 1800;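 active = inhibition above the mean of all tested compounds plus 3 SD, set per campaign, cut at about 35% in these data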;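 also: 0% = DMSO wells and 100% = thioflavine S control wells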
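Measured by: Cy5 fluorescence, 0 and 60 min reads / Assay system: NS3 helicase fragment of HCV / Control set: low DMSO, high thioflavine S at 110 µM / Times: 1 h reaction at 25 °C, ATP-initiated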
PfM18AAP inh = PfM18AAP enzyme inhibition; recombinant PfM18AAP, H-Glu-NHMec fluorogenic cleavage; inhibition, % at 7.35 µM; AID 1822; 290,000 tested, 1.2% active;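 active = inhibition above the campaign mean inhibition over all tested compounds plus 3 SD, cut at about 28% in these data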;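 also: 0% = plate median of test compound wells and 100% = 2 mM ZnCl2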
IMP-1 inh = inhibitors of Pseudomonas aeruginosa IMP-1 metallo-beta-lactamase | purified IMP-1, nitrocefin hydrolysis, epi-absorbance fluorescence | inhibition, % at 5.6 µM | 290,000 tested, 0.45% active | AID 1556;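 active = inhibition above the mean plus 3 SD of all compounds in the same screening run, cut at about 4.5% in these data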;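 also: 0% = IMP-1 with DMSO and 100% = DMSO wells lacking enzyme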
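System: purified IMP-1 / Input: IMP-1 dispensed at 0.2 nM / Medium: 50 mM HEPES pH 7.1, 50 µM ZnSO4, 0.05% Brij 35 / Timing: 15 min enzyme–compound preincubation, then 25 min nitrocefin reaction, 25 °C / Technique: plate fluorescence quenching by hydrolysis product, ex 480/em 530 nm / Repeats: singlicate testing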
VIM-2 inh = inhibitors of Pseudomonas aeruginosa VIM-2 metallo-beta-lactamase. 290,000 tested, 0.89% active. inhibition, % at 5.6 µM. purified VIM-2, nitrocefin hydrolysis, epi-absorbance fluorescence;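 active = inhibition above the mean of all tested compounds plus 3 SD, cutoff set per screening run, cut at about 7.5% in these data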;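 also: red hydrolysis product quenches plate fluorescence so inhibitors raise well fluorescence; 0% = enzyme with DMSO and 100% = DMSO without enzyme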
IDE cell inh = inhibitors of human insulin-degrading enzyme in cells. P14735. inhibition, % at 5.59 µM. 320,000 tested, 0.41% active. AID 434962. HEK cells, FAbetaB cleavage, fluorescence polarization;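 active = percent inhibition above the average of all tested compounds plus 3 SD, set per screening campaign, cut at about 16% in these data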;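 also: IDE supplied by intact live HEK cells; FP after avidin binding of uncleaved biotin substrate so inhibition keeps polarization high; 0% = DMSO wells and 100% = 60 µM reference IDE inhibitor Ii1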
UBC9 SUMO inh = inhibitors of human SUMOylation (UBC9). P63279. HTRF SUMOylation assay, SAE1/SAE2 + UBC9, in vitro. inhibition, % at 35 µM. 290,000 tested, 0.36% active. AID 2006; in the data active = inhibition above about 50%, passing the limit was not always enough; also: strong numbers were not always called active
p-CIP stab down = p/CIP protein destabilization; Q05BA5; 290,000 tested, 0.01% active; F442A p/CIP-EGFP cells, EGFP fluorescence, 16 h; decrease of EGFP signal, % at 10 µM;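 active = EGFP signal decrease of at least 30% at 10 µM or well 3 SD below plate mean, unless failing retest; inactive = the rest, including hits failing retest or dose response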; also: some compounds called inactive have numbers as strong as hits; many of its hits are not listed in these tables
An asterisk follows results filed as active; / = no result given.

item	mol	IMP-1 inh	VIM-2 inh	IDE act	NS3 helicase inh	IDE cell inh	DNA FID counter	p-CIP stab down	UBC9 SUMO inh	PfM18AAP inh
1	Cc1ccc(C)c(SCC(=O)Nc2ccc(S(=O)(=O)Nc3ncccn3)cc2)c1	-3.8	-3.0	6	7	6	-25	-4	6	-3
2	CCCNC(=O)Cn1cnc([N+](=O)[O-])n1	-3.2	-0.5	3	1	5	1	6	-10	1
3	CCC(Sc1nc2n[nH]c(C)c2c(=N)n1-c1cc(Cl)ccc1C)C(=O)N1CCOCC1 (stereo unspecified)	-3.3	-4.5	-4	2	0	1	-11	-14	0
4	CCOC(=O)N1CCC(NC(=O)C2CCN(S(=O)(=O)N3CCC(C)CC3)CC2)CC1	-0.1	1.0	-1	12	4	-26	-7	13	13
5	COc1ccc(CNC(=O)C2CCN(C(=O)c3sccc3-n3cccc3)CC2)cc1	-0.5	-1.2	0	19	-2	-46	-49	3	9
6	Cc1ccc(-c2nc(-c3ccccn3)no2)cc1	-0.7	-0.7	0	4	2	-7	-8	16	-1
7	Cc1c(Cl)cccc1NC(=S)NCC(O)c1ccccc1 (stereo unspecified)	1.0	0.0	0	-12	0	-9	4	15	-9
8	Cc1ccc(OCC(=O)N2CCN(S(C)(=O)=O)CC2)cc1	-2.0	-1.7	3	0	-9	-5	-3	28	2
9	COc1ccc(CNc2ccc3c(c2)ncn3C)cc1OC	-0.9	-0.6	8	0	-3	-5	5	-6	8
10	O=C(Cn1nnc2ccccc21)NC1CCCCC1	-1.9	-0.3	-2	-6	-2	2	-1	24	-2
11	O=C(COC(=O)c1cccc(Cl)c1)NCCN1C(=O)CSC1=O	-1.1	-3.3	-3	18	8	-4	3	-11	-3
12	CC(C)(C)c1ccc(C(=O)Nc2ccccc2NC(=O)c2ccco2)cc1	-2.4	-2.0	0	1	2	-22	6	-1	-2
13	O=S(=O)(Nc1cccc(-n2cnnn2)c1)c1ccc(Cl)nc1	-2.2	-4.2	5	-3	-4	-4	-11	6	-2
14	CCC(C)(C)n1nnnc1C(c1ccccn1)N1CCCCC1 (stereo unspecified)	-0.4	-0.4	5	3	4	-12	0	-2	-6
15	COc1ccc2c(-c3ccccc3)cc(=S)[nH]c2c1	2.4	-0.8	-8	-1	9	-11	2	3	4
16	CCC(C)[C@H](NC(=O)c1cn(CC)c2cc3c(cc2c1=O)OCO3)C(=O)NCCCn1ccnc1 (stereo partly specified)	-3.4	-2.2	-5	4	1	20	1	9	-2
17	O=C1CC(N(O)c2ccccc2)C(=O)N1c1ccc(Cl)c(Cl)c1 (stereo unspecified)	-3.0	-1.9	2	35	5	-14	-1	24	12
18	Cc1ccc(C(=O)n2c(-c3ccccc3)cnc2SCC(=O)Nc2ccc(C)cc2C)cc1	-2.2	-2.0	2	1	8	-11	-9	-15	3
19	Oc1ccc(COCc2ccccc2)c2cccnc12	-1.8	-1.3	0	-3	-8	-3	-28	0	3
20	O=C1NN(c2ccc(Cl)c(Cl)c2)C(=O)/C1=C/c1ccc(-c2ccccc2C(=O)O)o1	-0.5	-1.3	2	32	/	28	-3	-16	1
21	OCCC1CN(Cc2ccc3nonc3c2)CCN1Cc1ccsc1 (stereo unspecified)	0.7	-5.8	4	5	-2	-1	-14	-4	1
22	CCOC(=O)CSc1nc2cc(S(=O)(=O)Nc3ccccc3OC)ccc2o1	-1.6	-2.8	0	-2	-1	-22	-5	18	-5
23	CC(C)(O)C#Cc1ccc(C(=O)NCCC(=O)O)s1	-1.6	-1.0	2	-1	2	0	-2	6	3
24	CCOC(=O)CC1C(=O)NCCN1S(=O)(=O)c1ccc(Cl)c(Cl)c1 (stereo unspecified)	-0.3	1.9	5	-4	0	-10	-4	18	-11
25	CC(NC(=O)CCc1nnc(-c2ccccc2)o1)c1ccccc1 (stereo unspecified)	-2.9	-1.1	7	-4	6	9	-13	13	5
26	Cc1ccc(OCC(=O)NC2=NCCS2)cc1	-2.6	-5.4	2	1	6	-4	-11	-1	7
27	CC(C)(C)c1cc(N2CCOCC2)n2ncc(-c3ccc(Cl)cc3)c2n1	-4.3	-5.9	-2	-4	4	-13	-15	27	1
28	COc1ccc(OC)c(NC(=O)CN(C)S(=O)(=O)c2ccc3nc(C)sc3c2)c1	-2.4	-2.6	-3	-6	6	-27	-6	-8	4
29	Cc1cccc(C)c1Nc1nnc(SC(C)C(=O)Nc2c(C)n(C)n(-c3ccccc3)c2=O)s1 (stereo unspecified)	-0.9	0.2	2	5	-4	-57	-11	8	-7
30	CC(C)NC(=O)C1=NN(c2ccccc2)C(=O)CC1	-0.6	1.2	2	5	1	-1	0	4	-2
31	O=C(COc1cc(Cl)c(Cl)cc1Cl)NCCN1CCOCC1	-3.3	0.6	1	-6	7	-4	3	-14	-7
32	O=[N+]([O-])c1cccc(N(CC2CO2)S(=O)(=O)c2ccccc2)c1 (stereo unspecified)	-3.4	-2.1	-1	6	-3	1	16	7	-1
33	CCOC(=O)C1CCCCN1Cc1ccccc1C(F)(F)F (stereo unspecified)	-2.8	0.2	2	-2	2	1	8	5	4
34	Cc1cccc(-n2c(SCN3C(=O)c4ccccc4C3=O)nc3ccccc3c2=O)c1	-2.9	-0.9	/	14	/	-1	-11	11	-2
35	CC(=O)c1ccc(O)c(CSC2=NCCS2)c1	-1.4	1.2	7	14	0	-19	0	6	2
36	O=C(N/N=C/c1ccc[nH]1)c1cccc([N+](=O)[O-])c1	-1.6	-3.1	4	0	5	-2	-9	-10	8
37	CC(C)C(OC(=O)c1cccs1)C(=O)NCc1ccc(F)cc1 (stereo unspecified)	-2.1	-2.5	1	15	2	-15	-13	8	-5
38	COc1ccccc1NC(=O)c1cc(N2C(=O)C3C4CCC(C4)C3C2=O)ccc1Cl (stereo unspecified)	0.3	-0.7	0	-3	-1	-32	1	-4	-5
39	O=C(Cn1ncc2c([nH]c3ccccc32)c1=O)NCCc1ccccc1	-0.4	-1.9	2	-8	-3	-28	-4	41	-3
40	COC(=O)c1[nH]c(=O)c2ccccc2c1OCc1ccccc1	-0.1	-0.1	-3	0	3	-6	-34	20	-1

Of the compounds above, two have a furan ring, fused or not:
item	mol	IMP-1 inh	VIM-2 inh	IDE act	NS3 helicase inh	IDE cell inh	DNA FID counter	p-CIP stab down	UBC9 SUMO inh	PfM18AAP inh
12	CC(C)(C)c1ccc(C(=O)Nc2ccccc2NC(=O)c2ccco2)cc1	-2.4	-2.0	0	1	2	-22	6	-1	-2
20	O=C1NN(c2ccc(Cl)c(Cl)c2)C(=O)/C1=C/c1ccc(-c2ccccc2C(=O)O)o1	-0.5	-1.3	2	32	/	28	-3	-16	1

Additional results.
item	mol	IMP-1 inh	VIM-2 inh	IDE act	NS3 helicase inh	IDE cell inh	DNA FID counter	p-CIP stab down	UBC9 SUMO inh	PfM18AAP inh
41	CCN1C(=O)/C(=C2/C=CC=CN2C)SC1=S	0.6	1.5	1	-5	0	6	6	18	-11
42	COc1ccc(OCc2cc(C(=O)N(C)Cc3cc(C)no3)no2)c(Cl)c1	-0.7	-0.9	0	-8	0	-35	-12	6	-3
43	C/C(=N\NC(=O)c1nn(C)c(C)c1Br)c1ccc(NC(=O)c2ccoc2C)cc1	-3.9	-1.4	0	5	-1	-16	-1	-6	-1
44	O=S(=O)(Oc1ccccc1N1CCCCC1)c1ccccc1	-1.2	-0.5	7	-5	3	-6	5	10	-3
45	Nn1c(Cc2cccc3ccccc23)nnc1SCc1ccccc1	-3.5	1.3	1	-12	-6	-19	-8	-4	6
46	CC(C)CCNC(=O)c1ccc(CSCc2cccc(F)c2)o1	-2.1	0.6	-2	-6	-7	-29	-10	12	2
47	Cc1ccc(S(=O)(=O)N2CCN(S(=O)(=O)N(C)C)CC2)c(C)c1	-4.0	-0.1	4	-1	7	-15	-5	-5	0
48	CCOCCCNC(=O)C1CCN(S(=O)(=O)N2CC(C)CC(C)C2)CC1 (stereo unspecified)	-1.9	0.7	2	-2	-3	-25	-3	12	-2
49	Cn1nc(NC(=O)CC(C)(C)CC(=O)O)c2ccccc21	0.8	1.0	/	-14	1	-2	-12	27	-16
50	O=C(CSc1n[nH]c(-c2cccs2)n1)N1CCN(S(=O)(=O)c2ccccc2)CC1	-1.9	-3.4	2	4	0	-16	12	5	5
51	Cc1ccc(C(=O)N2CCC3(CC2)NCCc2[nH]cnc23)cc1	-0.7	0.1	0	13	6	-2	8	6	3
52	Cc1ccc(NC(=O)COC(=O)/C=C/c2c(C)nn(-c3ccc(F)cc3)c2Cl)cc1F	0.1	0.0	1	-3	-1	-2	-4	-5	-6
53	COC(=O)CC1COc2ccccc2N1C(=O)/C=C/c1ccccc1 (stereo unspecified)	-4.2	-0.6	2	-5	2	-33	5	-20	0
54	CC(=O)CSc1nnc2c3ccccc3nc(C(C)(C)C)n12	-2.6	-0.6	5	-2	2	-16	-10	-19	4
55	CC(=O)N1CCc2cc(S(=O)(=O)CCC(=O)NCCc3ccc(Cl)cc3)ccc21	-6.9	-2.7	4	10	5	-22	-10	8	-5
56	CCCCn1c(N)c(N(CC)C(=O)c2ccc(Cl)c(Cl)c2)c(=O)[nH]c1=O	-2.7	0.6	-2	-14	-1	-11	-14	10	3
57	CC1(C)CC(C(=O)Nc2nccs2)CCO1 (stereo unspecified)	-3.4	-5.0	-1	4	5	-10	2	6	0
58	Cc1ccc(CNc2cc(C(=O)O)ccc2Cl)s1	-3.3	0.6	-6	-6	-1	-14	-10	10	-2
59	Cc1cc2nc(SCC(=O)Nc3nonc3C)c3c(c2cc1C)CCCC3	-1.2	-1.5	6	7	4	0	-20	19	3
60	O=[N+]([O-])c1ccc(C(=S)N2CCCC2)cc1	0.2	2.1	2	8	5	2	-21	9	9
61	OCCNc1nc2ccccc2n1CCN1CCCCC1	-3.6	-1.2	1	1	0	3	-1	20	-2
62	O=C(CN1CCN(Cc2ccccc2F)CC1)Nc1ccccc1Cl	0.8	0.2	3	-2	2	-12	-8	8	-6
63	CCOC(=O)/C(C#N)=C(/C)c1ccc(OC)cc1	-2.3	-0.9	5	20	7	-10	-10	5	13
64	c1ccc(-c2cnc(CSc3ncnc4sccc34)o2)cc1	-0.5	0.8	-6	-10	6	-8	0	-16	-8
65	COc1ccc(NC(=O)CN2CCN(CC(=O)Nc3ccccc3Cl)CC2)cc1Cl	-1.8	-2.5	-4	-16	2	-12	-15	-2	-6
66	CC(CCc1ccccc1)NC(=O)c1cnc(Cl)c(Cl)c1 (stereo unspecified)	-5.1	-3.6	4	-2	5	-18	-7	5	0
67	Cc1ccc(NC(=O)CC(O)(C(F)(F)F)C(F)(F)F)cc1	-2.0	-2.2	-1	-4	2	-2	1	-3	4
68	Cc1noc(C)c1S(=O)(=O)NC1CCCc2ccccc21 (stereo unspecified)	-2.5	-3.8	-2	-11	2	-11	3	8	1
69	Cc1[nH]n(C(N)=S)c(=O)c1N=Nc1ccc([N+](=O)[O-])cc1Cl	-7.8	-7.4	2	31	/	-7	-10	-3	-2

Screening results (PubChem)
